Thrombin inh: thrombin (human) inhibition | P00734 | 220,000 tested, 0.26% active | alpha-thrombin, Boc-VPR-AMC fluorogenic substrate cleavage | AID 1046 | inhibition, % at 5 µM;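 active = inhibition at or above 40%; inactive = inhibition below 40%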;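 note: 0% = enzyme with no compound and 100% = wells without enzyme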
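Test system: human alpha-thrombin protein / Dosing: one concentration per compound, 5 µM, with 0.2% DMSO / Medium: pH 7.5 Tris-saline with Tween 20 / Benchmarks: no-compound enzyme wells and no-enzyme blanks / Read-out basis: percent inhibition of thrombin substrate cleavage / Timing: reaction at room temperature / Measured by: fluorescence, ex 355 nm, em 460 nm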
FXIIa inh: inhibitors of human coagulation factor XIIa. P00748. purified FXIIa, Boc-QGR-AMC fluorogenic substrate, 2 h. inhibition, % at 5 µM. 220,000 tested, 0.3% active. AID 800; in the data active = inhibition above about 40%;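 note: 0% = enzyme with no compound and 100% = blank without enzyme; many of its hits are not listed in these tables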
PERK inh: human PERK inhibition, primary cell-based screen; Q9NZJ5; CHO PERK-DD fusion, SEAP luminescence translation reporter; inhibition, % at 5.6 µM; 220,000 tested, 0.17% active;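 active = inhibition above the mean inhibition of all tested compounds plus 3 SD, set separately per screening campaign, cut at about 2.9% in these data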;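 note: PERK kinase domain activated by AP20187 dimerizer at 100 nM; 0% = DMSO with dimerizer and 100% = rapamycin at 8.4 µM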
KLK5 inh: inhibitors of human kallikrein 5; recombinant hK5, fluorogenic AMC substrate cleavage; AID 873; 210,000 tested, 0.59% active; Q9Y337; inhibition, % at 5 µM;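 active = inhibition of 40% or more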;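 note: 0% = enzyme controls without compound and 100% = no-enzyme blanks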
FXIa inh 1536: blocks human coagulation factor XIa protease activity. P03951. purified FXIa, Boc-Glu-Ala-Arg-AMC fluorogenic substrate. inhibition, % at 5 µM. 220,000 tested, 0.14% active;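 active = inhibition of at least 40%; inactive = inhibition below 40%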;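 note: fluorescence of freed AMC excited at 355 nm; 0% = enzyme without compound and 100% = no enzyme blank; many of its hits are not listed in these tables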
Target sequence (P03951 19-387 limits assumed): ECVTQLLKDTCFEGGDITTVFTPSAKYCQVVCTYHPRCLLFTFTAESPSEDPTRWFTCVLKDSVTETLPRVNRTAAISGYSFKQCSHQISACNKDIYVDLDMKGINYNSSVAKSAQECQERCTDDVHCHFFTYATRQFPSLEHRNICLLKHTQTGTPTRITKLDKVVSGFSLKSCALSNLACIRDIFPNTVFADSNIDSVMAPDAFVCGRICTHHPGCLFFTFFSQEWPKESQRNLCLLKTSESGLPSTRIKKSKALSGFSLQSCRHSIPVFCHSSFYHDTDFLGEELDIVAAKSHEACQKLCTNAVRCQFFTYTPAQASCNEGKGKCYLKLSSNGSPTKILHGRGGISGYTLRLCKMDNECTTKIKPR
Target sequence (P03951 388-625 limits assumed): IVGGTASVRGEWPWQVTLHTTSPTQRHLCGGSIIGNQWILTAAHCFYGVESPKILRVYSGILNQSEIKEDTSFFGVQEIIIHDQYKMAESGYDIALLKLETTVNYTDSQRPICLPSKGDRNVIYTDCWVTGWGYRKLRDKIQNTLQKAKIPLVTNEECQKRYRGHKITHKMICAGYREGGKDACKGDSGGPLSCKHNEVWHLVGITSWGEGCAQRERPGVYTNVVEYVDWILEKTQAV
Calpain2 inh: inhibitors of pig calpain II | purified calpain II, fluorogenic peptide substrate, 30 min | 220,000 tested, 0.37% active | inhibition, % at 16 µM;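 active = inhibition above about 50%, limit read from the data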
KCC2 mod: modulates chloride dependent transport by human KCC2; Q9H2X9; KCC2 cells, thallium flux FluoZin-2 fluorescence; B-score of Tl+ flux slope (higher = more flux/activation; lower = inhibition) at 10 µM; 190,000 tested, 2.2% active;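 active = thallium flux slope and its plate-corrected score both differing from the plate sample mean at a set confidence after two filtering rounds, in either direction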;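 note: slope of fluorescence scaled to starting intensity during 10 to 20 s after thallium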
Rad51 HR inh: Rad51 (human) homologous recombination inhibition; hRad51 DNA strand exchange, fluorescence dequenching; inhibition, % at 10 µM; 200,000 tested, 0.085% active;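 active = inhibition above 40% at the single screening dose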;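 note: 0% = DMSO control wells and 100% = blanks with heterologous ssDNA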
Target sequence (Q06609 whole entry, looked up): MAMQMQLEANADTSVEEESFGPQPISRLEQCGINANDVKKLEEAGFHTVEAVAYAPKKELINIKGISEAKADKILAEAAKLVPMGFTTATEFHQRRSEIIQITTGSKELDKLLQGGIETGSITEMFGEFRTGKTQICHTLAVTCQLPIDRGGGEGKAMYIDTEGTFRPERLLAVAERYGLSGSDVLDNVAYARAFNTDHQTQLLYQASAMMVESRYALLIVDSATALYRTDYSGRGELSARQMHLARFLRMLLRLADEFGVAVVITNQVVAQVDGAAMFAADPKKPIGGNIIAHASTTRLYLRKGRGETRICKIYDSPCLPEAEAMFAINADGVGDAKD
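Material: hRad51 filaments on single-stranded DNA; Reagent: Donor/quencher-labelled 47-bp dsDNA substrate; Compound: 10 µM final, single point; Schedule: 37 °C 15-min filament assembly, 30-min compound preincubation, 15-min exchange; Technique: FRET fluorescence, excitation 485 nm, emission 520 nm; Benchmarks: control wells and blank wells on each plate.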
Furin inhibitor: blocks human furin protease activity; 220,000 tested, 0.061% active; AID 463115; P09958; purified furin, fluorogenic substrate cleavage; inhibition, % at 30 µM; in the data active = inhibition above about 25%; note: inactives centre near -15
* hit, by the source's call; i = inactive; / = no result given; [ ] = dose if it differs, or a comment.

Each structure is followed by: FXIIa inh	KLK5 inh	PERK inh	KCC2 mod	Thrombin inh	Calpain2 inh	FXIa inh 1536	Rad51 HR inh	Furin inhibitor
Clc1ccc(Cc2nnc(-c3cccs3)o2)cc1
    10	-11	0.9	-1	2	-7	6	/	-14
CCN(CC)S(=O)(=O)c1cccc(-c2n[nH]c(=S)n2/N=C/c2ccc(OC)cc2)c1
    12	14	0.2	1.2	0	0	11	/	-31
COc1ccc2c(C#N)c3ccccn3c2c1
    -3	-16	0.7	-1.7	4	-472	-2	-5	-21
COc1ccc(-n2c(C)nc3c(cnn3-c3ccccc3)c2=O)cc1
    29	-6	-0.2	-0.34	3	5	21	-4	-18
COc1ccc(C2=NN(C(=O)/C=C/c3ccccc3)C(c3ccccc3)C2)c(OC(C)=O)c1 (stereo not drawn)
    18	3	0.6	-0.49	3	27	22	-1	-6
O=C(CCOc1ccccc1)Nc1ccccc1[N+](=O)[O-]
    8	-6	0.5	-0.16	0	15	-4	29	-18
COCC(C)n1c(C)cc(C(=O)COC(=O)c2n[nH]c3ccccc23)c1C (stereo not drawn)
    14	-1	-0.3	0.26	4	-9	1	8	-26[20 µM]
Cc1onc(-c2c(Cl)cccc2Cl)c1C(=O)Nc1c(C)n(C)n(-c2ccccc2)c1=O
    -3	-1	-1.3	/	-6	8	-7	6	-15
COC(=O)c1ccccc1NC(=O)N1CCN(S(=O)(=O)c2ccc(Cl)cc2)CC1
    7	102*	0.6	0.4	20	-16	-8	2	-18[20 µM]
O=C1C2C3c4ccccc4C(Br)(c4ccccc43)C2C(=O)N1c1ccccc1O (stereo not drawn)
    3	-14	-0.3	0.84	-8	1	-5	5	-17
Cc1ccc(N2CN=C(c3ccccc3)NC2=S)cc1
    13	-15	0.1	2.3	3	14	5	-4	-6[20 µM]
Cc1ccccc1-n1nc(C)c2cc(C(=O)N3CCN(S(=O)(=O)c4ccc(Cl)cc4)CC3)sc21
    6	-9	-0.2	0.45	-6	-194	-3	-5	-26[20 µM]
COCC(=O)OCC(=O)c1cc(C)n(-c2ccc(Br)cc2)c1C
    11	-1	0.5	-0.11	-3	22	7	18	-12
O=C(CSc1nnc(-c2cccnc2)n1Cc1ccco1)c1ccc(Br)cc1
    2	6	-0.7	/	2	16	3	-1	-23
Cc1ccc(NNC2CC(=O)N(c3cccc(Cl)c3)C2=O)cc1 (stereo not drawn)
    6	6	0.7	/	4	-10	6	/	-13
Cn1cnc([N+](=O)[O-])c1Sc1ncnc2nc[nH]c12
    6	3	2.0	0.46	0	16	-2	11	-14
CCCC(=O)Nc1sc2c(c1C#N)CCCCC2
    6	-8	0.2	1.6	-4	-7	1	4	6[20 µM]
COc1cc(/C=c2\sc3nc(=O)c(-c4ccccc4)nn3c2=O)ccc1OCCC(C)C
    10	20	-0.1	0.42	15	9	6	-83	-8
O=C(NCc1ccco1)c1cccc(-c2nnc(-c3ccccc3)o2)c1
    13	2	-0.8	-0.4	0	3	1	-4	-1[20 µM]
Cc1nn(-c2ccccc2)c2sc(C(=O)N(Cc3ccco3)C(C)C(=O)NC(C)(C)C)cc12 (stereo not drawn)
    0	7	0.0	8.5*	-3	-75	-1	/	-11
Cc1nc2nc[nH]n2c(=O)c1CCOC(=O)c1ccccc1F
    0	/	0.3	0.77	-3	-14	-7	/	-5
Oc1ccc(-c2nnc(Nc3cccc(O)c3)c3ccccc23)cc1
    6	1	0.9	-0.86	2	-11	3	-3	-15
COc1ccc(NC(=O)COC(C)=O)cc1OC
    5	-6	0.9	0.048	-2	-2	8	1	-20
COc1ccc(Nc2oc(-c3ccco3)nc2S(=O)(=O)c2ccc(F)cc2)cc1
    4	-3	0.2	-0.51	-3	-9	10	8	-22
OCC1(CCOc2ccccc2)CCN(Cc2ccc3c(c2)OCCO3)CC1
    -2	-4	-0.3	0.37	-13	4	-5	3	-14
Cc1cc(C)nc(Nc2n[nH]c(-c3cccc4ccccc34)n2)n1
    6	-8	0.3	-0.056	0	-1	0	/	-24[20 µM]
N#C/C(=C\c1ccccc1C(F)(F)F)C(=O)Nc1ccccc1F
    14	-17	0.3	-0.36	-5	-3	9	-12	-14
CCC(CC)c1nnc(NC(=O)c2cc(-c3ccccc3)nc3ccccc23)s1
    9	3	-0.2	0.64	-4	-32	5	-3	-20
c1cncc(CNc2ncn[nH]2)c1
    5	-1	1.2	1.2	-3	1	22	15	-13
CC1CCN(C(c2ccccc2)c2nnnn2C(C)(C)C)CC1 (stereo not drawn)
    15	6	-0.5	1	-1	8	1	-2	-8
Cc1ccc(S(=O)(=O)N2CCCCC2C(=O)O)cc1 (stereo not drawn)
    11	6	0.5	-0.36	-3	2	1	-6	-16
Cc1csc(/C(C#N)=N/O)n1
    16	-17	0.5	1.4	5	-5	0	-5	-24
CCOc1ccc(C(=O)NCCN(C)C)cc1
    3	-13	0.1	0.072	2	0	-3	-6	-31[20 µM]
CCC(NS(=O)(=O)c1ccc(C)cc1)C(=O)O (stereo not drawn)
    -5	2	0.1	-0.23	-22	-57	2	-4	-28
Cc1ccc(Cn2c(C)nc3c(c2=O)c2nc4ccccc4nc2n3Cc2ccco2)cc1
    -1	-78	-0.7	-1.4	0	-265	1	/	-29[20 µM]
CCOC(=O)CN(C(=O)CSc1nnc(CNc2ccc(F)cc2)n1CC)c1ccc(F)cc1
    10	-10	-0.9	-0.45	3	-16	1	-3	-14[20 µM]
Cc1c(N=Nc2ccc(O)cc2)c(=O)n(-c2ccccc2)n1C
    13	0	-0.8	-1.7	2	27	7	-11	12
O=c1/c(=C\c2cc([N+](=O)[O-])cc([N+](=O)[O-])c2O)sc2nc3ccccc3n12
    6	-2	-0.5	-3.3*	12	19	3	i	-14
O=C(O)c1cc2nc3c(c(C(F)(F)F)n2n1)CCc1ccccc1-3
    0	-5	1.2	/	6	-42	10	-1	-7
O=C(c1cccs1)N1CCN(Cc2cccc([N+](=O)[O-])c2)CC1
    -4	2	0.2	-0.58	-7	34	-14	2	-16
COc1ccc(CCN2C(=O)CC(NC34CC5CC(CC(C5)C3)C4)C2=O)cc1OC (stereo not drawn)
    1	-3	-0.5	0.39	-14	4	-5	5	-15
CCOc1ccc(NC(=O)c2oc3ccccc3c2NC(=O)CC)cc1
    11	0	0.1	/	-1	12	1	/	-20
CC(C)c1nc(CNC(=O)c2cc(COc3c(F)cccc3F)on2)cs1
    12	/	0.2	/	5	18	3	/	-33
CCOc1nc(C)ccc1-c1noc(-c2ccco2)n1
    4	4	-0.5	0.6	0	-73	-1	7	-10[20 µM]
COc1ccc2[nH]c3c(NCc4ccco4)ncnc3c2c1
    0	0	1.2	-0.55	0	-291	4	-6	-14[20 µM]
COc1nc(N)c(S(=O)(=O)c2ccc(C)cc2)cc1C#N
    14	2	-0.9	/	-8	-34	2	-6	-27[20 µM]
COc1ccc(CN2C(=O)CCC2(C)C(=O)NC2CCCCCC2)cc1 (stereo not drawn)
    6	-9	-0.9	-0.26	-8	-12	-4	0	-22
CCOC(=O)C1=C(O)C(=O)N(Cc2cccnc2)C1c1ccc(C)cc1 (stereo not drawn)
    4	2	0.3	-1.4	-4	-23	-2	-38	-24
Cc1ccc2cc(CCNC(=O)c3ccc(S(=O)(=O)N4CCCCC4)cc3)c(=O)[nH]c2c1
    -4	-8	2.1	-2.7	-3	-4	-6	3	-25
CCOC(=O)NCc1cc(-c2nn(C)c(=O)c3ccccc23)ccc1C
    23	1	-0.8	-0.66	-1	-10	-4	/	-25[20 µM]
Cc1ccc(C)c(NC(=O)c2nc(-c3ccccc3)n(-c3ccccc3)n2)c1
    15	4	-1.9	-0.64	4	24	7	-8	-2[20 µM]
Cn1c2ccccc2c(=O)c2c(=O)n(C3CCCCCC3)c(C3CCCCC3)nc21
    13	-2	1.2	1.1	-3	-21	8	-12	-8
COc1cc(C(=O)N(Cc2ccc(N(C)C)cc2)C2CCS(=O)(=O)C2)cc(OC)c1OC (stereo not drawn)
    14	-12	-1.1	1.4	1	-1	4	/	-23
O=C(O)c1cnn(-c2ccccc2)c1-c1ccccc1
    15	4	0.2	/	2	-19	4	-10	-11[20 µM]
O=C(NC1CCCCCCC1)c1ccccc1O
    15	-4	1.6	-0.1	3	-72	5	3	-12
CCC(C)n1c(S(=O)(=O)O)nc2ccccc21 (stereo not drawn)
    13	-11	1.3	2.5	-1	-16	-8	-2	-2[20 µM]
COc1cc(C(=O)OCc2cc3ccccc3[nH]c2=O)cc(OC)c1OC
    7	14	0.1	-0.98	-5	-45	4	-4	-15[20 µM]
COc1ccc(CCNC(=O)CSc2nnnn2-c2ccc(OC)c(OC)c2)cc1OC
    7	0	0.3	-0.097	-2	-33	-2	-3	-33
O=C1CC(c2ccsc2)c2ccc3ccccc3c2N1 (stereo not drawn)
    20	39	-0.5	-0.73	17	33	27	-5	-3
O=S1(=O)N=C(N(Cc2cccs2)c2ccc(O)cc2)c2ccccc21
    7	-4	0.0	0.13	-2	-14	-4	-14	-17

3 entries from above, with each value named.
> COc1nc(N)c(S(=O)(=O)c2ccc(C)cc2)cc1C#N
  FXIIa inh: 14
  KLK5 inh: 2
  PERK inh: -0.9
  KCC2 mod: /
  Thrombin inh: -8
  Calpain2 inh: -34
  FXIa inh 1536: 2
  Rad51 HR inh: -6
  Furin inhibitor: -27[20 µM]

> COc1ccc(CN2C(=O)CCC2(C)C(=O)NC2CCCCCC2)cc1 (stereo not drawn)
  FXIIa inh: 6
  KLK5 inh: -9
  PERK inh: -0.9
  KCC2 mod: -0.26
  Thrombin inh: -8
  Calpain2 inh: -12
  FXIa inh 1536: -4
  Rad51 HR inh: 0
  Furin inhibitor: -22

> CCOC(=O)C1=C(O)C(=O)N(Cc2cccnc2)C1c1ccc(C)cc1 (stereo not drawn)
  FXIIa inh: 4
  KLK5 inh: 2
  PERK inh: 0.3
  KCC2 mod: -1.4
  Thrombin inh: -4
  Calpain2 inh: -23
  FXIa inh 1536: -2
  Rad51 HR inh: -38
  Furin inhibitor: -24

Screens as filed in PubChem.

The list is partial. The share of hits here may be higher or lower than overall.
